Bioassay records from PubChem.
GSH bead fluor: compound fluorescence on glutathione beads, profiling panel, artefact control, biophysical, 488/530 nm, flow cytometry; GSH beads flow cytometry, compound fluorescence 488/530 nm; hits give high values; fluorescence (KMESF) at 10 µM; 190,000 compounds, 0.25% hits; in the data active = fluorescence above about 89;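 also: glutathione beads carrying GST-tagged Bcl family fusion proteins plus one bare bead set; values are compound well signal with DMSO vehicle wells as background; inactives centre near 16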
Bim-Bcl-B: inhibitors of Bim-Bcl-B binding, primary screen, biochemical, multiplexed, human Bcl-2 family; bead-based flow cytometry, Bim peptide-Bcl-B binding; inhibition, % at 10 µM; 190,000 compounds, 0.073% hits;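 also: 0% = tracer peptide without compound and 100% = reference inhibitor peptide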
Target sequence (Q9HD36 whole entry, looked up): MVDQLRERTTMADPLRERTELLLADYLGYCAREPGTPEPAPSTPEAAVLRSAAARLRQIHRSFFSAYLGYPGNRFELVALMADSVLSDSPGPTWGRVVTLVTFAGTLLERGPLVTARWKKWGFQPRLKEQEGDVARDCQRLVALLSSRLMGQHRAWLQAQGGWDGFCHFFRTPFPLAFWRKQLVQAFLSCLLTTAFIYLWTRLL
Bcl-W Bim block: inhibitors of Bim binding to Bcl-W, primary screen, biochemical, multiplexed, bead-based flow cytometry; inhibition, % at 10 µM; Bim peptide-Bcl-W binding; Bcl-2-like protein 2 (Homo sapiens), Q92843; AID 952, 2007; 190,000 compounds, 0.02% hits;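 also: 0% = bound tracer without compound and 100% = peptide blocker; higher means less fluorescent Bim peptide bound to Bcl-W beads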
Target sequence (Q92843 whole entry, looked up): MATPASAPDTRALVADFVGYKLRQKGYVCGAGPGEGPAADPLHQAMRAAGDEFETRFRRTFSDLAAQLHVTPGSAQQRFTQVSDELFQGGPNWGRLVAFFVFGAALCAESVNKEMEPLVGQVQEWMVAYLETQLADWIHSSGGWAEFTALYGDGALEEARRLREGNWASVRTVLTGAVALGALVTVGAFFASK
RGS7-Gao: RGS7-Galphao binding modulators, primary screen, biochemical, multiplexed bead flow cytometry; Guanine nucleotide-binding protein G(o) subunit alpha (Homo sapiens), P09471; actives lie on both sides; binding response (% of control), % at 10 µM; 220,000 compounds, 0.35% hits; in the data active = binding response below about 49% or above about 150%; inconclusive = no clear call, values can overlap the other calls; inactive = in between;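 also: fluorescent Galphao held in activated GDP-AlF4 state binding bead-coupled RGS7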
Bcl-2 Bim block: inhibitors of Bim-Bcl-2 binding, primary screen, biochemical, multiplexed, human Bcl-2 family; Apoptosis regulator Bcl-2 (Homo sapiens), P10415; Bead-based flow cytometry, Bim peptide-Bcl-2 binding; inhibition, % at 10 µM; 190,000 compounds, 0.06% hits; in the data active = inhibition above about 40%; inconclusive = no clear call, values can overlap the other calls;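 also: 0% = no compound wells with probe peptide and 100% = reference peptide inhibitor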
Target sequence (P10415 whole entry, looked up): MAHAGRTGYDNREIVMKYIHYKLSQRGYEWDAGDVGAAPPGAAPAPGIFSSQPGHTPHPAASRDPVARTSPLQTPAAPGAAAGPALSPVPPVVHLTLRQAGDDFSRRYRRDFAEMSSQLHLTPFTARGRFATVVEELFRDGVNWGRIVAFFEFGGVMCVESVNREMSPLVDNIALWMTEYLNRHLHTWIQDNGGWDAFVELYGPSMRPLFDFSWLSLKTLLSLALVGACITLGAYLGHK
Avidin fluor: green autofluorescence of compounds with avidin beads – biophysical, 488/530 nm, flow cytometry, artefact control, profiling panel | compound fluorescence 488/530 nm; hits give high values | fluorescence (KMESF) at 10 µM | 220,000 compounds, 0.38% hits; in the data active = fluorescence above about 47; also: inactives centre near 10
ABCB1 inh: ABCB1 efflux pump inhibitors, primary screen, cell-based, multiplex, flow cytometry, ABCG2 counter-screen. 190,000 compounds, 0.067% hits. CCRF-Adr cells, JC-1 efflux. ATP-dependent translocase ABCB1 (Homo sapiens), P08183. inhibition, % at 6.6 µM; in the data active = inhibition above about 40%;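 also: 0% = vehicle and 100% = reference inhibitor; higher value means more JC-1 retained so stronger ABCB1 efflux block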
ABCG2 block: ABCG2 efflux pump inhibitors, primary screen, multiplex with ABCB1, IgMXP3 cells, flow cytometry; 190,000 compounds, 0.1% hits; Broad substrate specificity ATP-binding cassette transporter ABCG2 (Homo sapiens), Q9UNQ0; inhibition, % at 6.6 µM; JC-1 efflux;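 active = inhibition above 80%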;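 also: 0% = DMSO and 100% = nicardipine control wells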
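Test system: IgMXP3 (ABCG2) plus far-red-tagged CCRF-Adr (ABCB1) cells / Amount: 3 million cells/mL in well / Reagent: JC-1 transporter substrate / Timing: 10 min compound exposure, 25 °C / Signal: flow cytometry, 530 nm JC-1 signal / Read-out: percent efflux inhibition, scaled nicardipine 100% to DMSO 0% / Benchmarks: nicardipine as high control, DMSO as low control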
Bcl-XL Bim block: inhibitors of Bim-Bcl-XL binding, primary screen, biochemical, multiplexed, bead flow cytometry, human Bcl-XL | Bcl-2-like protein 1 (Homo sapiens), Q07817 | Bim peptide-Bcl-XL binding, fluorescence | inhibition, % at 10 µM | 190,000 compounds, 0.04% hits | AID 1007, 2008
Target sequence (Q07817 whole entry, looked up): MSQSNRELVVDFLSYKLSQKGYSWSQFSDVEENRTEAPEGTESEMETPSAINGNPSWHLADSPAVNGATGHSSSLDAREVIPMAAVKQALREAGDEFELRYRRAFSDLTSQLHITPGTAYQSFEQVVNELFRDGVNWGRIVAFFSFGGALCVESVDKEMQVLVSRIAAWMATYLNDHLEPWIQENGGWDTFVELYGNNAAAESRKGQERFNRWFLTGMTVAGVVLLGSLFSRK
RGS4-Gao reg: modulators of RGS4 binding to Galphao, primary screen, biochemical, multiplexed bead flow cytometry; actives lie on both sides; binding response (% of control), % at 10 µM; AID 1415, 2008; 220,000 compounds, 0.33% hits; Guanine nucleotide-binding protein G(o) subunit alpha (Homo sapiens), P09471; in the data active = binding response below about 49% or above about 150%; inactive = in between;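 also: fluorescent Galphao activated with aluminum fluoride binding bead-coupled RGS4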
Bim-Bfl-1: inhibitors of Bim binding to Bfl-1, primary screen, biochemical, multiplexed, bead-based flow cytometry | Bim-Bfl-1 binding inhibition | inhibition, % at 10 µM | 190,000 compounds, 0.12% hits | AID 1008, 2008;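 also: 0% = wells without compound plus tracer and 100% = blocker peptide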
The depositor's hits bear a star; ? = inconclusive; . = not tested or not shown. Rule as the data show it, unless noted: active = inhibition above about 40%.

Every second line gives: ABCB1 inh, Bcl-2 Bim block, Bcl-W Bim block, Bcl-XL Bim block, GSH bead fluor, ABCG2 block, RGS7-Gao, Bim-Bfl-1, Bim-Bcl-B, RGS4-Gao reg, Avidin fluor
> Cc1cc2nc(-c3ccc(SCC(=O)N4CCOCC4)nc3)[nH]c2cc1C
    0.1, -2, -1, -3, 4, 2, 106, -15, -3, 105, 7
> CCc1ccccc1Nc1nc2ccccc2n1C(C)C
    0.3, -7, -2, -3, 20, 0, 96, 0, -1, 100, 7
> CC(=O)NNc1cccc(Cl)n1
    0.5, 0, -1, 1, 23, 2, 103, 0, 3, 101, 18
> CCOc1ccccc1N1CCN(C(=O)c2cc3c(s2)CCC3)CC1
    1.0, 0, -3, -3, 47, 1, 106, -2, -2, 108, 11
> CCN1CCN(Cc2c(C)[nH]c3ccc(C(=O)OC)cc3c2=O)CC1
    1.4, -3, -2, -4, 19, 5, 101, -2, -4, 98, 8
> O=S(=O)(NCc1cccnc1)c1ccc(Cl)c(Cl)c1Cl
    1.2, -9, -1, -5, 20, 13, 104, -15, -6, 101, 38
> C=CCOc1ccc(Cl)cc1CNC1CCCC1
    0.8, -2, -2, -1, 21, 1, ?, -5, -4, 98, 10
> O=C(c1ccccc1)c1cc(F)c(N2CCOCC2)cc1Cl
    0.2, -1, 0, 1, 21, 1, 96, 0, 0, 100, 7
> Cc1cc(C)c(S(=O)(=O)c2ccc(Cl)cc2)c(Cl)n1
    0.1, -1, -2, -1, 19, 1, 99, -1, 0, 94, 8
> COc1ccc(NC(=O)CN(C)CC(=O)Nc2ccc(Cl)c(S(=O)(=O)N(C)C)c2)cc1
    0.3, -6, -5, -6, 17, 22, ?, -9, -10, 104, 11
> COc1ccccc1C/C(N)=N/OC(=O)c1ccco1
    0.3, -3, -2, -3, 10, 1, 93, -9, -3, 95, 10
> CCOc1ccc(N2CC(C(=O)NC(C)C)CC2=O)cc1 (stereo unspecified)
    -0.2, -4, -1, -1, 24, 0, 101, 0, 3, 98, 5
> CC12c3ccccc3C(c3ccccc31)C1C(=O)N(Cc3cccnc3)C(=O)[C@H]12 (stereo partly specified)
    1.3, -7, -3, -5, 11, 2, 101, -9, -9, 102, 10
> CC(=O)c1c(C)[nH]c(C(=O)OCC(=O)Nc2cccc(S(=O)(=O)N(C)C)c2)c1C
    -0.3, -1, -1, 2, 14, 2, ?, -3, 0, 102, 9
> CNC(=S)N/N=C/c1cn(Cc2ccc(F)cc2)c2ccccc12
    0.0, -4, -4, -7, 11, 3, 98, -2, -8, 98, 9
> COc1ccc(CCNC(=O)CSc2nnc(CNC(=O)c3cccs3)o2)cc1OC
    0.2, -3, 0, -3, 20, 2, 100, -1, 0, 102, 5
> O=C(COC(=O)CNS(=O)(=O)c1cccc(Br)c1)Nc1ccccc1Sc1ccccc1
    -0.1, -5, -4, -9, 9, -3, 99, -5, -6, 101, 6
> O=C(c1ccco1)N1CCN(C(=O)C2CC(c3ccc(Cl)cc3)=NO2)CC1 (stereo unspecified)
    0.9, 0, 0, 0, 15, 2, 104, -7, -5, 107, 3
> N/C(=N\OC(=O)c1ccc(Cl)cc1Cl)c1cccnc1
    -0.1, 1, 10, 2, 11, 1, 99, -3, 0, 101, 12
> CCSCc1nnc(SCC(=O)Nc2ccc(F)cc2)n1CC
    0.3, 4, -2, 0, 17, 9, ?, 5, 1, 104, 10
> CCN1CCCC1CNC(=O)c1cn(CC)c2ccc(S(=O)(=O)N3CCCCCC3)cc2c1=O (stereo unspecified)
    0.1, 0, -4, -2, 15, 2, 100, 0, -3, 99, 22
> O=C(Cn1cc2c(n1)CCCCC2)NCCCN1CCOCC1
    0.1, -11, 0, -5, 14, 1, 98, -11, -5, 100, 6
> CCS(=O)(=O)NCCc1cc2ccc(C)cc2[nH]c1=O
    -0.1, -7, 2, -5, 22, 0, 95, -6, -4, 100, 27
> C/C(=N/Oc1nc(C)cc(C)n1)c1ccccc1
    0.3, -11, 0, -10, 33, 1, 99, -10, -6, 102, 8
> Cc1ccc(F)cc1NC(=O)Cc1ncc(C(F)(F)F)cc1Cl
    0.1, -4, 0, 0, 12, 1, 102, -2, -1, 102, 38
> Cc1cc(=O)oc2cc(OCC(=O)OC(C)C(=O)NC3CCCC3)ccc12 (stereo unspecified)
    0.2, -5, -2, 0, 12, 4, ?, -7, -4, 96, 11
> Cc1cc(NC(=O)CSc2ccc3nnc(CCNS(=O)(=O)c4ccccc4)n3n2)no1
    0.0, -4, -4, -4, 19, 2, 107, -6, -8, 109, 7
> CC(=O)c1cc(CC=C(C)C)c(O)cc1O
    0.4, -4, 0, 2, 9, 3, 105, -2, -2, 101, 32
> COC(=O)c1cn(CC(=O)N2CCCCCC2)c2ccccc12
    1.7, 0, 0, 0, 20, 4, 98, 0, 0, 101, 8
> CN(c1ccc([N+](=O)[O-])cc1C(=O)Nc1ccccc1)C1CCCCC1
    1.3, 0, 0, -1, 18, 4, 98, 1, -3, 102, 9

Not a retest: entries from further up.
Every second line gives: ABCB1 inh, Bcl-2 Bim block, Bcl-W Bim block, Bcl-XL Bim block, GSH bead fluor, ABCG2 block, RGS7-Gao, Bim-Bfl-1, Bim-Bcl-B, RGS4-Gao reg, Avidin fluor
> Cc1cc2nc(-c3ccc(SCC(=O)N4CCOCC4)nc3)[nH]c2cc1C
    0.1, -2, -1, -3, 4, 2, 106, -15, -3, 105, 7
> CCc1ccccc1Nc1nc2ccccc2n1C(C)C
    0.3, -7, -2, -3, 20, 0, 96, 0, -1, 100, 7
> CC(=O)NNc1cccc(Cl)n1
    0.5, 0, -1, 1, 23, 2, 103, 0, 3, 101, 18

(further entries)
Every second line gives: ABCB1 inh, Bcl-2 Bim block, Bcl-W Bim block, Bcl-XL Bim block, GSH bead fluor, ABCG2 block, RGS7-Gao, Bim-Bfl-1, Bim-Bcl-B, RGS4-Gao reg, Avidin fluor
> Cc1nc(Nc2cccc(C(C)O)c2)c2nnn(Cc3ccccc3F)c2n1 (stereo unspecified)
    0.5, -1, 0, -2, 18, 4, 98, 0, -4, 99, 11
> Cc1ccc(-c2nc3ccc([N+](=O)[O-])cc3[nH]2)cc1
    0.3, -3, -5, 0, 20, 4, 98, 0, -1, 100, 9
> CC(C)N1C(=O)CC(Nc2cccc3cccc(N)c23)C1=O (stereo unspecified)
    0.4, -3, -2, -1, 11, -3, 104, 2, -2, 103, 4
> CC1CN(Cc2nc3c(c(=O)n(C)c(=O)n3C)n2CCCO)CC(C)O1 (stereo unspecified)
    0.1, -2, 0, -7, 5, 0, 100, -8, -4, 99, 7
> COc1ccc(N2CCN(C(=O)CCNS(=O)(=O)c3ccc(Br)s3)CC2)cc1
    0.4, -5, -1, -11, 30, 3, 100, -7, -7, 101, 11
> CCOc1ccc2nc(SCC(=O)NC3CCCc4ccccc43)sc2c1 (stereo unspecified)
    0.7, -9, -16, -16, 17, 1, 100, -5, -16, 98, 2
> CC1=NCCN1S(=O)(=O)c1ccc(Br)c(C)c1
    0.6, -5, -4, -3, 16, 4, 105, -3, -5, 102, 9
> CN(C)C(=O)c1c([N+](=O)[O-])c(C(C)(C)C)nn1C
    0.7, 0, -2, -4, 9, 2, 97, 0, -6, 96, 2
> c1cc(N2CCCC2)ccc1C(c1nnnn1C1CCCCC1)N1CCOCC1 (stereo unspecified)
    0.1, 1, 0, 0, 21, 0, 100, -1, 1, 101, 38
> CCn1c(=O)c(C(=O)CN2CCN(S(=O)(=O)c3ccccc3)CC2)c(N)n(Cc2ccccc2)c1=O
    0.1, 0, 0, -3, 16, 1, 92, -5, -5, 99, 11
> COc1cc(C(=O)Nc2nccs2)ccc1OCc1c(C)noc1C
    0.9, -5, 0, 9, 35, 4, 99, -7, -6, 102, 5
> Cc1ccnc(NS(=O)(=O)c2ccc(C(C)(C)C)cc2)c1
    0.0, -4, -1, -1, 10, 0, 97, -6, -1, 101, 11
> O=C(NC(=S)N1CCN(c2nc(-c3ccccc3)cs2)CC1)c1cccnc1
    ., 2, -4, -5, 11, 0, 99, 4, -9, 97, 4
> COc1ccccc1N=Cc1c(C)[nH]n(-c2ccc(C)cc2C)c1=O
    0.6, -3, 0, -5, 14, 19, 104, -3, -3, 105, 7

Whole records, quoted from the list:
Cc1nc(Nc2cccc(C(C)O)c2)c2nnn(Cc3ccccc3F)c2n1 (stereo unspecified) across the screens: ABCB1 inh: 0.5; Bcl-2 Bim block: -1; Bcl-W Bim block: 0; Bcl-XL Bim block: -2; GSH bead fluor: 18; ABCG2 block: 4; RGS7-Gao: 98; Bim-Bfl-1: 0; Bim-Bcl-B: -4; RGS4-Gao reg: 99; Avidin fluor: 11
COc1ccc(NC(=O)CN(C)CC(=O)Nc2ccc(Cl)c(S(=O)(=O)N(C)C)c2)cc1 across the screens: ABCB1 inh: 0.3; Bcl-2 Bim block: -6; Bcl-W Bim block: -5; Bcl-XL Bim block: -6; GSH bead fluor: 17; ABCG2 block: 22; RGS7-Gao: ?; Bim-Bfl-1: -9; Bim-Bcl-B: -10; RGS4-Gao reg: 104; Avidin fluor: 11
